Screens: PubChem BioAssay, National Center for Advancing Translational Sciences (NCATS)
USP2a block: qHTS Assay for Inhibitors of Ubiquitin-specific Protease USP2a Using CHOP2 as the Reporter; Potency, µM (top dose mostly 38.3 µM), for the others: at the highest dose activity change, negative = inhibition, most hits filed as inhibitors; Ubiquitin carboxyl-terminal hydrolase 2 (Homo sapiens), O75604; hit rate 0.01% among 330,000; AID 463254, 2010; USP2 core, Ub-CHOP2 coupled fluorogenic reporter, 485/531;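 note: potency is the fitted concentration of half-maximal effect; plate controls were DMSO wells for no effect and full inhibition by NEM control for full effect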
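USP2 core (10nM final) preincubated 30min RT with compound in 20mM Tris-HCl pH 8.0, 2mM CaCl2, 2mM beta-mercaptoethanol, 0.05% CHAPS; 25nM Ub-CHOP2 plus 25nM reporter substrate added, fluorescence (Ex485/Em531) read after 60min.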
Eya2 phos inh: qHTS Assay for Inhibitors of the Phosphatase Activity of Eya2; Protein phosphatase EYA2 (Homo sapiens), O00167; recombinant Eya2, OMFP fluorescence dephosphorylation (OMFP is methylfluorescein phosphate); Potency, µM (top dose mostly 76.9 µM), inactives show top-dose activity, negative = inhibition, hits mostly inhibitors; hit rate 0.006% among 330,000; AID 488837, 2010; note: potency is the fitted concentration of half-maximal effect; % is set by controls: 0 for no effect and ±100 for the full control effect
Target sequence (O00167 whole entry, looked up): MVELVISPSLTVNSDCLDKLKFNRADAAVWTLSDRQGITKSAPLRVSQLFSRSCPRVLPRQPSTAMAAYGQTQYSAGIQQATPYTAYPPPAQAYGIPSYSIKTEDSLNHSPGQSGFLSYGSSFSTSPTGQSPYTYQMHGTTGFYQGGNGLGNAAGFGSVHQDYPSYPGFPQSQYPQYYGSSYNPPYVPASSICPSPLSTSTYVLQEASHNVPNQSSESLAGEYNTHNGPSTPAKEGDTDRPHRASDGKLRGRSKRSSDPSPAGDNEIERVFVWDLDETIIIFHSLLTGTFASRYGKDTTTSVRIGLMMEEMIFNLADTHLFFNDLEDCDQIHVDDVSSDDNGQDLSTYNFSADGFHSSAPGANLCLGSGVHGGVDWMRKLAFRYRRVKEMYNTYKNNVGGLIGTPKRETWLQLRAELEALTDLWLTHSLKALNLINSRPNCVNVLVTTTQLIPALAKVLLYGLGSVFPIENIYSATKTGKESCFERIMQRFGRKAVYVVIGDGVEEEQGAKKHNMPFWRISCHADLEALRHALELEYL
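Eya2 (0.2 uM) preincubated 10 min at ambient with compound, then OMFP substrate added at 50 uM; 10 min reaction in 50 mM HEPES pH 7.5, 50 mM NaCl, 5 uM MgCl2, 0.05% BSA, 1 mM DTT. Fluorescence read at Ex 485/Em 525 nm.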
A-T KAP1 phos: qHTS Assay for Identifying a Potential Treatment of Ataxia-Telangiectasia; hit rate 0.19% among 320,000; Potency, µM (titrated, usually from 57.5 µM), without a hit: at the top dose activation, most hits filed as activators; AID 485349, 2010; […] A-T fibroblasts, KAP-1 phosphorylation AlphaLISA; neocarzinostatin DNA damage 30 min before lysis; note: potency is the fitted concentration of half-maximal effect; % of control where 0% means no effect; nearly all actives have a fitted effect of over 45% in size
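ATM-like activity read as KAP-1 phosphorylation via AlphaLISA donor/acceptor antibody pairs after lysis and 6 hr at 25C. Cells were ATM-null patient fibroblasts ([…], hTERT), dosed 60 min, then exposed to the DSB inducer NCS for 30 min.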
KCNH2 3.1 block: qHTS for Inhibitors of KCHN2 3.1: Mutant qHTS. Potassium voltage-gated channel subfamily H member 2, brain isoform KCNH2 3.1 (human). U2OS KCNH2 3.1, thallium flux FluxOr; stronger effect = lower value. activity change, % (tested at about 1.8 µM). hit rate 0.95% among 340,000;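 active = maximum activity change below -70%; inconclusive = maximum activity change from -70% to -50%; inactive = maximum activity change above -50%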;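 note: thallium influx rate constant from kinetic fluorescence after stimulation buffer; % is set by controls: 0 for no effect and ±100 for the full control effect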
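U2OS cells transduced with KCNH2 3.1 mutant virus (1.77 x 10^8 /mL, 4 h), plated overnight at 37 C, loaded 45 min with FluxOr dye plus Red40 quencher. Thallium flux rate constant from kinetic reads after stimulation buffer, normalised to controls.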
TCR act: Activators of T cell receptors: qHTS campaign. 330,000 tested, under 10 active. AID 504894, 2011. primary human leukocytes, anti-CD3, IL-2 HTRF, 48 h. Potency, µM (series often up to 9.22 µM), for inactives: at the top dose activation of IL-2 secretion, actives largely listed as activators; note: % of control where 0% means no effect
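Using a-CD3 beads without co-stimulation, primary human leukocytes were exposed to compounds for 48 hr. An HTRF IL-2 kit measured the cytokine, with europium-to-d2 energy transfer producing emission at 665nm upon 320nm excitation.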
TRPV1 ag: HTS Assay for Compounds that Act as Agonists of the Vanilloid Receptor 1 | AID 540275, 2011 | activation, % at 8.33 µM | hit rate 0.19% among 320,000 | TRPV1-expressing cells, Fluo-8 calcium influx, agonist mode | Transient receptor potential cation channel subfamily V member 1 (Homo sapiens), Q8NER1; in the data active = activation above about 80%; inconclusive = between about 30% and that limit; note: 0% is about no effect
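Fluo-8 calcium influx in TRPV1-expressing cells, kinetic read (ex 480/em 520 nm). Compound added and read 3 min for agonist activity, followed by capsaicin at EC20 final and 2 min further read for enhancement.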
TSHR antag: Antagonists of the Thyroid Stimulating Hormone Receptor: HTS campaign. Thyrotropin receptor (Homo sapiens), P16473. TSHR-expressing cells, TSH-stimulated cAMP HTRF, 2 h; stronger effect = lower value. activity change, negative = inhibition, % at 11.5 µM. hit rate 0.2% among 330,000. AID 504810, 2011;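 active = activity change below a set negative limit, meaning inhibition stronger than a set level, cut at about -70% in these data; inconclusive = activity change between two set negative limits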; note: % is set by controls: 0 for no effect and ±100 for the full control effect
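Freshly harvested TSHR cells receive pin-tooled compound, then EC80 TSH at 4nM final. After 2 hours at 37 deg C, antibody in lysis buffer and cAMP-d2 are added; 30 minutes at ambient temperature precede the HTRF read.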
Mito fusion yeast: qHTS Assay for Small Molecule Inhibitors of Mitochondrial Division or Activators of Mitochondrial Fusion; S. cerevisiae fusion-defective mutant growth rescue, CellTiterGlo 48 h; Potency, µM (doses to about 46.1 µM), without a hit: top-dose growth rescue (activation), most hits filed as activators; hit rate 0.23% among 320,000;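 note: potency is the fitted concentration of half-maximal effect; % of control where 0% means no effect; nearly all actives have a fitted effect of over 45% in size; temperature-sensitive fusion mutants such as fzo1-1 at 37 °C on non-fermentable ethanol glycerol medium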
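Read-out: ATP-based luminescence (CellTiterGlo, 10 min ambient) reporting growth of fusion-defective ts yeast after 48 hours at 37C on glycerol/ethanol YPEG medium in the presence of compound.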
ELG1 DNA repair: qHTS screen for small molecules that inhibit ELG1-dependent DNA repair in human embryonic kidney (HEK293T) cells expressing luciferase-tagged ELG1. HEK293T ELG1-luciferase reporter, luminescence, 16 h; DNA damage induced by 5-fluorouridine. Potency, µM (series often up to 46.1 µM), without a hit: at the top dose activity change, negative = inhibition, most hits filed as inhibitors. hit rate 2.3% among 330,000; note: potency is the fitted concentration of half-maximal effect; % is set by controls: 0 for no effect and ±100 for the full control effect; nearly all actives have a fitted effect of over 55% in size
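Step one: seed 2,000 cells per well. Step two: pin-transfer compound or DMSO alongside 5-fluorouridine. Step three: incubate 16 hr, 37 °C, 5% CO2. Step four: add ONE-Glo, wait 30 min, read luminescence.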
hERG WT inh: qHTS for Inhibitors of KCHN2 3.1: Wildtype qHTS; hit rate 0.37% among 340,000; activity change, % at 1.84 µM; AID 720551, 2013; U2OS, BacMam KCNH2, thallium flux FluxOr; stronger effect = lower value;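 active = maximum activity change below -70%; inconclusive = maximum activity change between -70% and -50%; inactive = maximum activity change above -50%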; note: % is set by controls: 0 for no effect and ±100 for the full control effect
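U2OS cells transduced with wild-type KCNH2 virus are loaded with FluxOr dye for 45 min, and thallium flux is measured in kinetic reads before and after stimulation buffer. Rate constants are normalized to DMSO controls.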
The depositor's hits bear a star; [ ] = dose if it differs, or a comment. Unless noted, calls come from the whole dose curve; as a rule, active = well fitted curve in the direction sought with a large enough effect; inconclusive = small, poorly fitted or top-dose-only effect, or another doubt; inactive = no such curve, though single readings can be large; an effect the other way counts as inactive or inconclusive.

Screening CCOC(=O)C(CC)Sc1nc(N)c(NC(=O)c2ccc(OC)c(OC)c2)c(=O)[nH]1 (centres undefined) returned USP2a block 0%, Eya2 phos inh -3%, A-T KAP1 phos -6%, KCNH2 3.1 block -4, TCR act 2%, TRPV1 ag 0, TSHR antag -1, Mito fusion yeast -4%, ELG1 DNA repair 12% and hERG WT inh 3.
Screening O=C(c1cccc2cccc(O)c12)N1CCCCC1 returned USP2a block 2%, Eya2 phos inh -3%, A-T KAP1 phos 9%, KCNH2 3.1 block -6, TCR act 1%, TRPV1 ag -2, TSHR antag 2, Mito fusion yeast 0%, ELG1 DNA repair 2% and hERG WT inh -5.
Screening CCOc1ccccc1C1C(C(N)=O)=C(C)Nc2nc(-c3cccc(C)c3)nn21 (centres undefined) returned USP2a block 3%, Eya2 phos inh -3%, A-T KAP1 phos 3%, KCNH2 3.1 block 3, TCR act -32%, TRPV1 ag 12, TSHR antag -15, Mito fusion yeast 2%, ELG1 DNA repair inconclusive and hERG WT inh -6.
CC1CCCN(C(=O)Cc2ccc(F)cc2)C1 (centres undefined) was read as USP2a block 0%, Eya2 phos inh -31%, A-T KAP1 phos 2%, KCNH2 3.1 block 53, TCR act -16%, TRPV1 ag 2, TSHR antag 4, Mito fusion yeast -2%, ELG1 DNA repair 14% and hERG WT inh 13.
Screening CCN(c1ccc(NC(=O)COC(=O)c2ccc3ccccc3n2)cc1)C(C)C returned USP2a block 2%, Eya2 phos inh -11%, A-T KAP1 phos -1%, KCNH2 3.1 block 9, TRPV1 ag 4, TSHR antag -2, Mito fusion yeast 0%, ELG1 DNA repair -6% and hERG WT inh -9.
For O=C(NCc1ccccc1)C1=C[C@H](C2CC2)C[C@H](OCCCCO)O1 the results were USP2a block 2%, Eya2 phos inh 11%, A-T KAP1 phos 0%, KCNH2 3.1 block -4, TCR act -2%, TRPV1 ag -1, TSHR antag -11, Mito fusion yeast -4%, ELG1 DNA repair 9% and hERG WT inh -12.
Screening Cc1cc(C)cc(NC(=O)CN2CCN(c3ncccn3)CC2)c1 returned USP2a block -8%, Eya2 phos inh 7%, KCNH2 3.1 block 10, TCR act -2%, TRPV1 ag -1, Mito fusion yeast -2%, ELG1 DNA repair inconclusive and hERG WT inh 0.
Screening O=C1c2ccc3c4c(ccc(c24)C(=O)N1c1cccc(O)c1)C(=O)N(c1cccc(O)c1)C3=O returned USP2a block -1%, Eya2 phos inh 4%, A-T KAP1 phos 15%, KCNH2 3.1 block 13, TCR act 4%, TRPV1 ag -1, TSHR antag 3, Mito fusion yeast -1%, ELG1 DNA repair 6.5µM* and hERG WT inh 10.
For CCn1c(/C=C/Nc2ccccc2)[n+](CC)c2ccc(C(=O)OCC(F)(F)F)cc21 the results were USP2a block 6%, Eya2 phos inh -3%, A-T KAP1 phos -3%, KCNH2 3.1 block -17, TCR act -8%[46.1 µM], TRPV1 ag 0, TSHR antag 0, Mito fusion yeast -9%, ELG1 DNA repair inconclusive and hERG WT inh -17.
`O=c1c2ccccc2ncn1CCOCCOc1ccc([N+](=O)[O-])cc1` gave USP2a block 2%, Eya2 phos inh -5%, A-T KAP1 phos 5%, KCNH2 3.1 block -5, TCR act 4%, TRPV1 ag 2, TSHR antag -6, Mito fusion yeast 3%, ELG1 DNA repair -13% and hERG WT inh -3.
For Cc1ccc(NC(=O)CSc2ncccc2C(=O)Oc2cccc([N+](=O)[O-])c2)cc1Cl the results were USP2a block 5%, Eya2 phos inh 6%, A-T KAP1 phos 0%, KCNH2 3.1 block -11, TCR act -1%[46.1 µM], TRPV1 ag 1, TSHR antag -6, Mito fusion yeast -2%, ELG1 DNA repair inconclusive and hERG WT inh 11.
O=c1c(-c2ccccc2)cnc2n1CCS2 was read as USP2a block -1%, Eya2 phos inh 11%, A-T KAP1 phos 4%, KCNH2 3.1 block -30, TCR act 0%, TRPV1 ag 4, TSHR antag -7, Mito fusion yeast -3%, ELG1 DNA repair inconclusive and hERG WT inh -1.
N[C@@H](Cc1ccccc1)C(=O)N1CCOCC1 was read as USP2a block 1%, Eya2 phos inh -4%, A-T KAP1 phos 6%, KCNH2 3.1 block 12, TCR act 10%, TRPV1 ag -2, TSHR antag 0, Mito fusion yeast -7%, ELG1 DNA repair inconclusive and hERG WT inh 0.
`O=C(Nc1ccccc1C(=O)NCc1ccccc1)c1ccco1` gave USP2a block 4%, Eya2 phos inh 2%, A-T KAP1 phos 6%, KCNH2 3.1 block -27, TCR act 0%, TRPV1 ag 3, TSHR antag 2, Mito fusion yeast 9%, ELG1 DNA repair -2% and hERG WT inh -1.
For Cc1noc(C)c1S(=O)(=O)NC1CCN(Cc2ccccc2)CC1 the results were USP2a block 2%, Eya2 phos inh -7%, A-T KAP1 phos 19%, KCNH2 3.1 block 10, TCR act 6%, TSHR antag -1, Mito fusion yeast -1%, ELG1 DNA repair -12% and hERG WT inh 3.
For O=[N+]([O-])c1ccc2[nH]ncc2c1 the results were USP2a block 0%, Eya2 phos inh -2%, A-T KAP1 phos 1%, KCNH2 3.1 block 13, TCR act -8%, TRPV1 ag -3, TSHR antag 3, Mito fusion yeast 6%, ELG1 DNA repair 3% and hERG WT inh -13.
For COc1ccc(C2NN=C(c3ccc(C)cc3)S2)cc1OC (centres undefined) the results were USP2a block 2%, Eya2 phos inh 9%, A-T KAP1 phos 3%, KCNH2 3.1 block -1, TCR act -5%, TRPV1 ag -4, TSHR antag 3, Mito fusion yeast -2%, ELG1 DNA repair inconclusive and hERG WT inh 3.
O=C(Nc1c(C(=O)N2CCCCC2)cnn1-c1ccccc1)c1ccccc1F was read as USP2a block -2%, Eya2 phos inh -3%, A-T KAP1 phos 11%, KCNH2 3.1 block -5, TCR act -6%, TRPV1 ag 4, TSHR antag 0, Mito fusion yeast 0%, ELG1 DNA repair 1% and hERG WT inh -29.
CCCCc1cc(=O)oc2cc(OCC(=O)NCc3ccccn3)ccc12 was read as USP2a block 2%, Eya2 phos inh 5%, A-T KAP1 phos 0%, KCNH2 3.1 block -15, TCR act -45%, TRPV1 ag 2, TSHR antag -6, Mito fusion yeast inconclusive, ELG1 DNA repair -3% and hERG WT inh 4.
Screening CCOc1cc(NC(=S)NCCCN2CCOCC2)c(OCC)cc1NC(=O)c1ccc(C)cc1 returned USP2a block 0%, Eya2 phos inh -2%, A-T KAP1 phos -3%, KCNH2 3.1 block 0, TRPV1 ag -1, TSHR antag 43, Mito fusion yeast -2%, ELG1 DNA repair 10% and hERG WT inh 1.
CCCCS(=O)(=O)N1CCC(C(=O)NCC2CCCO2)CC1 (centres undefined) was read as USP2a block -1%, Eya2 phos inh 13%, A-T KAP1 phos -2%, KCNH2 3.1 block 5, TCR act -9%, TRPV1 ag -3, TSHR antag 35, Mito fusion yeast 9%, ELG1 DNA repair 11% and hERG WT inh 9.

Grouped by structure, the entries above containing an NH in an aromatic ring
Screening CCOC(=O)C(CC)Sc1nc(N)c(NC(=O)c2ccc(OC)c(OC)c2)c(=O)[nH]1 (centres undefined) returned USP2a block 0%, Eya2 phos inh -3%, A-T KAP1 phos -6%, KCNH2 3.1 block -4, TCR act 2%, TRPV1 ag 0, TSHR antag -1, Mito fusion yeast -4%, ELG1 DNA repair 12% and hERG WT inh 3.
For O=[N+]([O-])c1ccc2[nH]ncc2c1 the results were USP2a block 0%, Eya2 phos inh -2%, A-T KAP1 phos 1%, KCNH2 3.1 block 13, TCR act -8%, TRPV1 ag -3, TSHR antag 3, Mito fusion yeast 6%, ELG1 DNA repair 3% and hERG WT inh -13.

These rows are one share of the data. The share of hits here may be higher or lower than overall.
